Mcl1-Noxa inh – Mcl-1/Noxa interaction inhibition; Q07820; TR-FRET Mcl-1/Noxa peptide binding, 2 h; inhibition, % at 21.7 µM; 220,000 compounds, 1.5% hits; AID 1022;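 active means compounds that cut the protein-peptide binding signal by more than 50% relative to plate controls in a single-dose test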;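 further: His-tagged Mcl-1 with rhodamine Noxa BH3 peptide and terbium anti-His antibody; 0% = Mcl-1 plus Noxa peptide wells and 100% = peptide-only wells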
Target sequence (Q07820 whole entry, looked up): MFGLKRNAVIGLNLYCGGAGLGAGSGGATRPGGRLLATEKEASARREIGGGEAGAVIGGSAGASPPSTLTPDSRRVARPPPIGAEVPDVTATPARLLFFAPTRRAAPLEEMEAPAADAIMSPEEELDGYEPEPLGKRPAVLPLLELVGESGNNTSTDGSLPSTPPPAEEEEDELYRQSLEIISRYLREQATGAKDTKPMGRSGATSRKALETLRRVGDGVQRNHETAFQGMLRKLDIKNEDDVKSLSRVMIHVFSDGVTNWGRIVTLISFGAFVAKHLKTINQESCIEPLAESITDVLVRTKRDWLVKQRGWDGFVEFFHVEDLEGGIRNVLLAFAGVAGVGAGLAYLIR
Mcl1-Bid inh – disrupts binding of human Mcl-1 to Bid peptide | Q07820 | TR-FRET Mcl-1/Bid-Dy647 peptide binding, 1536-well | inhibition, % at 21.7 µM | 220,000 compounds, 0.97% hits | AID 1021;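 active means compounds that cut the binding signal by more than half at the single screening dose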;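 further: His-tagged Mcl-1 with europium anti-His antibody binding Bid BH3 peptide; 0% = Mcl-1 plus peptide wells and 100% = peptide-only wells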
Pf gamet viab – inhibitors of late stage P. falciparum gametocyte viability; P. falciparum stage V gametocytes, ATP luminescence, 24 h; inhibition, % at 10.9 µM; 150,000 compounds, 0.065% hits; AID 743093;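 active means inhibition above the mean plus 3 SD of compounds within the control limits, set per campaign, cut at about 38% in these data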;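 further: 0% = DMSO wells and 100% = medium only without gametocytes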
RGS8-Gao – regulators of human RGS8-Galphao interaction; P09471; multiplexed bead flow cytometry, RGS8-Galphao binding; actives lie on both sides; response (percent of control binding), % at 10 µM; 220,000 compounds, 0.34% hits; in the data active means response below about 60% or above about 140%; inactive means in between;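 further: Galphao activated as the GDP aluminium fluoride complex binding bead-coupled RGS8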
Target sequence (P09471 whole entry, looked up): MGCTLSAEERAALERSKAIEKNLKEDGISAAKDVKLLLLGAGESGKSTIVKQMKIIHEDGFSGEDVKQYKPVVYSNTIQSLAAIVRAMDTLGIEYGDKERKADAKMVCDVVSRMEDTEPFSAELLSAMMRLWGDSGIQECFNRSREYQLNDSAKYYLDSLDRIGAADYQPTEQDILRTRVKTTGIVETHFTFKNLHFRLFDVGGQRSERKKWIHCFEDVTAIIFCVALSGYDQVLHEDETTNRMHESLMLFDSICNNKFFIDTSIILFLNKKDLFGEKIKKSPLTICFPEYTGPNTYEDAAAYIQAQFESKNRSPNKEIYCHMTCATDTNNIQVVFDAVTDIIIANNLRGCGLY
The depositor's hits bear a star.

SMILES	Mcl1-Noxa inh	Mcl1-Bid inh	Pf gamet viab	RGS8-Gao
Nc1cc(=O)[nH]c(SCC(=O)Nc2cc(Cl)ccc2Cl)n1	-3	-28	-15	106
CC(Nc1ccc(Cl)cc1)C(=O)NN (stereo unspecified)	1	-29	3	100
Cc1ccc(/C=N/NC(=O)C(c2ccncc2)N2CCOCC2)cc1 (stereo unspecified)	5	7	4	97
Cc1cc(-c2nc(C)c(C(=O)NNS(=O)(=O)c3cccc(C(F)(F)F)c3)s2)no1	25	-2	13	97
COc1ccc(-n2c(C)c(C(=O)O)c3cc(OC)c4ccccc4c32)cc1	14	-12	-6	99
CC(C)(C)C(=O)OCc1nc(-c2ccc(O)c(O)c2)cs1	46	-117	-10	100
Cc1cccnc1NC(=O)Nc1ccccc1	13	-14	-4	99
CNC(=O)CSc1nnc(-c2ccccc2F)n1CCc1ccccc1	-9	-4	2	98
N#Cc1ccsc1NC(=O)COC(=O)c1cc(Br)ccc1O	-7	-12	8	100
CCCCC#Cc1ccc(C(=O)NNC(=O)Nc2ccccc2)o1	4	-22	5	100
COc1ccc(/C=N/Nc2nc(=O)[nH]nc2C)cc1OC	7	-36	2	99
CC(=O)N1CCCC1(C(=O)O)c1ccccc1 (stereo unspecified)	2	6	2	99
O=[N+]([O-])c1ncn(C23CC4CC(CC(C4)C2)C3)n1	-2	2	-19	109
COC(=O)C1=C(C)Nc2c(c(=O)n(C)c(=O)n2C)C1c1cccc(O)c1 (stereo unspecified)	4	-17	-23	99
O=C(Nc1cc(S(=O)(=O)N2CCOCC2)ccc1N1CCOCC1)c1cccc(S(=O)(=O)N2CCCCC2)c1	-10	-42	-12	100
BrC(=C\c1ccccc1)/C=N/Nc1ccc2nncn2n1	-16	-4	-8	101
OCCC1CN(Cc2cccc3nccnc23)CCN1Cc1ccc(F)cc1 (stereo unspecified)	23	-18	1	101
O=C(/C=C/c1ccc2c(c1)OCO2)Nc1nc2ccc(F)cc2s1	71*	61*	14	100
NC1=NC(=Nc2cccc(S(N)(=O)=O)c2)c2ccccc21	7	-11	0	100
COc1ccc(/C=N/Nc2ccccn2)cc1O	26	-46	8	102
CC1(/[N+]([O-])=C\c2ccccc2F)CCCCC1=O (stereo unspecified)	7	-6	11	98
CC(C)CN(CC(C)C)C(=O)Nc1ccc(F)cc1F	-10	1	-9	107
O=C(N/N=C/C=C/c1ccc2c(c1)OCO2)C(O)c1ccccc1 (stereo unspecified)	14	-9	-5	100
COC(=O)/C=C(\C)N=Nc1c(O)[nH]c2ccccc12	52*	34	7	101
Cc1ccc(N=CNc2ccc(C)cc2C)c(C)c1	21	-43	10	103

In another format: results already given
| SMILES | Mcl1-Noxa inh | Mcl1-Bid inh | Pf gamet viab | RGS8-Gao |
| --- | --- | --- | --- | --- |
| Cc1cc(-c2nc(C)c(C(=O)NNS(=O)(=O)c3cccc(C(F)(F)F)c3)s2)no1 | 25 | -2 | 13 | 97 |
| Nc1cc(=O)[nH]c(SCC(=O)Nc2cc(Cl)ccc2Cl)n1 | -3 | -28 | -15 | 106 |
| NC1=NC(=Nc2cccc(S(N)(=O)=O)c2)c2ccccc21 | 7 | -11 | 0 | 100 |
| O=C(/C=C/c1ccc2c(c1)OCO2)Nc1nc2ccc(F)cc2s1 | 71* | 61* | 14 | 100 |

(more compounds)
SMILES	Mcl1-Noxa inh	Mcl1-Bid inh	Pf gamet viab	RGS8-Gao
CC1(C)Cc2cccc(OCC(=O)OCC(=O)Nc3cccc(S(N)(=O)=O)c3)c2O1	-1	93*	-18	98
O=C(NCCCN1CCCC1)[C@H](CSCc1ccccc1)N1Cc2ccccc2C1=O	11	-16	25	99
O=C(Nc1ccccc1F)Nc1ccccc1N1CCCCC1	-9	-15	-11	107
FC(F)(F)c1ccncc1-c1nnc(C2CCCCC2)o1	-2	-6	-2	99
Cc1nc(-c2cc(-c3nc(-c4ccc(C(C)(C)C)cc4)no3)no2)cs1	-5	15	-1	99
COc1cc(OC)c(/C=N/NC(=O)c2ccc(Cn3nc([N+](=O)[O-])cc3C)cc2)c(OC)c1	2	-26	6	104
CCc1ccc(N2CN(CCc3ccccc3)CNC2=S)cc1	7	-23	0	99
COc1cc(-c2n[nH]c(=S)n2/N=C/c2cccn2C)cc(OC)c1OC	22	-53	3	103
CC#CC[N+](C)(C)CCCCCCCC	3	-6	-12	97
O=C(O)C(F)(F)C(NCc1ccccc1)c1ccccc1 (stereo unspecified)	16	-25	16	102
Oc1ccc(-c2csc(-c3cccnc3)n2)cc1O	26	-90	-37	101
O=C(CN1C(=O)COc2ccc(S(=O)(=O)N3CCOCC3)cc21)NCc1ccccn1	1	-39	-11	99
CC1(C)CC(=O)C(C=NCC2CCN(C(=S)Nc3ccccc3)CC2)=C(O)C1	-8	-54	-20	103
NNC(=O)c1cc2sccc2s1	6	-12	17	103
Fc1ccccc1C1CC(c2ccco2)=Nc2ccccc2S1 (stereo unspecified)	12	-24	4	99
Nc1nc(Sc2ccc([N+](=O)[O-])cc2[N+](=O)[O-])n[nH]1	1	-11	-16	98
COc1ccc(CNC(=O)Nc2ccccc2)cc1	-9	-3	-11	97
O=C(CNc1cccc2ccccc12)N/N=C/c1ccccn1	19	-57	-11	103
CCc1cccc(C)c1NC(=S)N(CCOC)C(C)c1ccco1 (stereo unspecified)	-3	-125	3	100
CCCN(C(=O)c1cc2c(s1)CCC2)c1c(N)n(Cc2ccccc2)c(=O)[nH]c1=O	62*	-24	12	98
CCC1(C)CC(C(N)=S)CCO1 (stereo unspecified)	-35	-48	11	90
O=[N+]([O-])c1cccc2c3c([nH]c12)CCCC3	1	-5	13	105
COc1cccc(C(O)c2cnc(C(C)C)n2C)c1 (stereo unspecified)	-7	-8	-11	100
CCn1cc(-c2n[nH]c(=S)n2-c2ccc(C)cc2Br)c(=O)c2ccc(C)nc21	20	-14	-1	104
CCN(c1ccccc1)c1nc2nonc2nc1NCCO	3	-30	-4	102

In another format: entries from further up
Compound | Mcl1-Noxa inh | Mcl1-Bid inh | Pf gamet viab | RGS8-Gao
COC(=O)/C=C(\C)N=Nc1c(O)[nH]c2ccccc12 | 52* | 34 | 7 | 101
Cc1ccc(N=CNc2ccc(C)cc2C)c(C)c1 | 21 | -43 | 10 | 103
CC1(C)Cc2cccc(OCC(=O)OCC(=O)Nc3cccc(S(N)(=O)=O)c3)c2O1 | -1 | 93* | -18 | 98
O=C(NCCCN1CCCC1)[C@H](CSCc1ccccc1)N1Cc2ccccc2C1=O | 11 | -16 | 25 | 99
O=C(Nc1ccccc1F)Nc1ccccc1N1CCCCC1 | -9 | -15 | -11 | 107
FC(F)(F)c1ccncc1-c1nnc(C2CCCCC2)o1 | -2 | -6 | -2 | 99
Cc1nc(-c2cc(-c3nc(-c4ccc(C(C)(C)C)cc4)no3)no2)cs1 | -5 | 15 | -1 | 99
COc1cc(OC)c(/C=N/NC(=O)c2ccc(Cn3nc([N+](=O)[O-])cc3C)cc2)c(OC)c1 | 2 | -26 | 6 | 104
CCc1ccc(N2CN(CCc3ccccc3)CNC2=S)cc1 | 7 | -23 | 0 | 99
COc1cc(-c2n[nH]c(=S)n2/N=C/c2cccn2C)cc(OC)c1OC | 22 | -53 | 3 | 103
CC#CC[N+](C)(C)CCCCCCCC | 3 | -6 | -12 | 97
O=C(O)C(F)(F)C(NCc1ccccc1)c1ccccc1 (stereo unspecified) | 16 | -25 | 16 | 102
Oc1ccc(-c2csc(-c3cccnc3)n2)cc1O | 26 | -90 | -37 | 101
O=C(CN1C(=O)COc2ccc(S(=O)(=O)N3CCOCC3)cc21)NCc1ccccn1 | 1 | -39 | -11 | 99
CC1(C)CC(=O)C(C=NCC2CCN(C(=S)Nc3ccccc3)CC2)=C(O)C1 | -8 | -54 | -20 | 103
NNC(=O)c1cc2sccc2s1 | 6 | -12 | 17 | 103
Fc1ccccc1C1CC(c2ccco2)=Nc2ccccc2S1 (stereo unspecified) | 12 | -24 | 4 | 99
Nc1nc(Sc2ccc([N+](=O)[O-])cc2[N+](=O)[O-])n[nH]1 | 1 | -11 | -16 | 98
COc1ccc(CNC(=O)Nc2ccccc2)cc1 | -9 | -3 | -11 | 97
O=C(CNc1cccc2ccccc12)N/N=C/c1ccccn1 | 19 | -57 | -11 | 103
CCc1cccc(C)c1NC(=S)N(CCOC)C(C)c1ccco1 (stereo unspecified) | -3 | -125 | 3 | 100
CCCN(C(=O)c1cc2c(s1)CCC2)c1c(N)n(Cc2ccccc2)c(=O)[nH]c1=O | 62* | -24 | 12 | 98
CCC1(C)CC(C(N)=S)CCO1 (stereo unspecified) | -35 | -48 | 11 | 90
O=[N+]([O-])c1cccc2c3c([nH]c12)CCCC3 | 1 | -5 | 13 | 105
COc1cccc(C(O)c2cnc(C(C)C)n2C)c1 (stereo unspecified) | -7 | -8 | -11 | 100
CCn1cc(-c2n[nH]c(=S)n2-c2ccc(C)cc2Br)c(=O)c2ccc(C)nc21 | 20 | -14 | -1 | 104
CCN(c1ccccc1)c1nc2nonc2nc1NCCO | 3 | -30 | -4 | 102

Other records:
SMILES	Mcl1-Noxa inh	Mcl1-Bid inh	Pf gamet viab	RGS8-Gao
Cc1c(C(=O)NCCSCc2ccc(F)cc2)cnn1-c1ccc(Cl)cc1	15	-21	-4	100
Cc1nn(Cc2cccc(C(=O)O)c2)c(C)c1[N+](=O)[O-]	12	-19	13	103
CCn1nc(C)c(/C=N/NC(=O)Cn2cncn2)c1C	12	-24	11	101
CC(C)OCCCn1c(=NC(=O)c2cccs2)c(C#N)cc2c(=O)n3ccccc3nc21	6	-4	-2	99
CC(C)(C)c1cc(NC(=O)CCl)n(-c2ccccc2)n1	13	-13	8	99
Cc1cc(C)cc(OCc2ccc(C(=O)NN)o2)c1	5	-6	-4	98
Cc1ccc2nc(N3C(=O)CNC3=S)sc2c1	-35	-53	-3	94
Cc1cc(C)nc(N2CCN(C(=O)CCC(=O)Nc3nnc(C(C)C)s3)CC2)n1	3	9	10	101
Oc1c(Br)cc(/C=N/NC(=S)NCc2ccco2)cc1Br	28	-22	20	99
CCOc1cccc(/C=N/Nc2nc(N3CCCC3)nc(N3CCCC3)n2)c1O	11	-38	-1	101
Cc1onc(-c2c(F)cccc2Cl)c1C(=O)O/N=C(\N)c1ccc([N+](=O)[O-])o1	-10	-7	-3	98
O=C(Nc1nc2c(F)cc(F)cc2s1)C1COc2ccccc2O1 (stereo unspecified)	9	-20	-2	99
Cc1ccc(NS(=O)(=O)c2sc3ccc(Cl)cc3c2C)cc1	-9	8	1	95
O=C(NC(C(=O)N/N=C/c1ccccn1)c1n[nH]c(=O)c2ccccc12)c1ccccc1 (stereo unspecified)	-37	-35	11	102
CCOC(=O)C1CCN(c2c(NCCN(CC)c3ccccc3)c(=O)c2=O)CC1	4	-56	1	100
CCOC(=O)c1nnn2c1nc(SCC(C)=O)c1ccccc12	4	-14	4	104
Cc1ccccc1N=C1NC(=O)/C(=C/c2cccnc2)S1	2	-12	-23	100
O=C(Nc1ccccc1F)c1c[nH]c(=O)[nH]c1=O	21	-4	-1	104
CCOC(=O)c1nc2ccccc2c(=O)[nH]1	4	-5	-10	102
CC1(c2nnc(-c3ccccc3)o2)CC(c2ccc(Cl)cc2)=NO1 (stereo unspecified)	-10	-37	-3	103
Cc1onc(-c2c(Cl)cccc2Cl)c1C(=O)NN1CCCCCC1	-3	-10	8	100
Cc1cc(NS(=O)(=O)c2ccc(NC(=O)CSc3nc4ncc(Br)cc4[nH]3)cc2)nc(C)n1	48	-10	11	104
O=C(/C=C/c1ccc2ccccc2n1)N1CCN(S(=O)(=O)c2ccc(F)cc2)CC1	5	-15	7	100
CSC1=NS(=O)(=O)c2c(C)nn(C)c2S1	-4	-35	-11	79
Cc1ccc2c(c1)C(c1ccccc1)CC(=O)O2 (stereo unspecified)	21	-5	-18	100
O=C(N/N=C/c1ccccc1C(=O)O)c1cccc(S(=O)(=O)Nc2cc(Cl)ccc2Cl)c1	2	20	-16	102

This is a subset; rates above refer to the full screens.
